Cav3 T inh – human Cav3.2 channel inhibition, primary screen | Cav3.2-expressing cells, Fluo-4 calcium fluorescence FDSS; hits give low values | O95180 | 100,000 tested, 4% active | B-score at 10 µM | AID 449739;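 active = single-dose well whose peak fluorescence ratio is a statistical outlier from its plate by either plate-standardised score or position-corrected B-score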
Target sequence (O95180 whole entry, looked up): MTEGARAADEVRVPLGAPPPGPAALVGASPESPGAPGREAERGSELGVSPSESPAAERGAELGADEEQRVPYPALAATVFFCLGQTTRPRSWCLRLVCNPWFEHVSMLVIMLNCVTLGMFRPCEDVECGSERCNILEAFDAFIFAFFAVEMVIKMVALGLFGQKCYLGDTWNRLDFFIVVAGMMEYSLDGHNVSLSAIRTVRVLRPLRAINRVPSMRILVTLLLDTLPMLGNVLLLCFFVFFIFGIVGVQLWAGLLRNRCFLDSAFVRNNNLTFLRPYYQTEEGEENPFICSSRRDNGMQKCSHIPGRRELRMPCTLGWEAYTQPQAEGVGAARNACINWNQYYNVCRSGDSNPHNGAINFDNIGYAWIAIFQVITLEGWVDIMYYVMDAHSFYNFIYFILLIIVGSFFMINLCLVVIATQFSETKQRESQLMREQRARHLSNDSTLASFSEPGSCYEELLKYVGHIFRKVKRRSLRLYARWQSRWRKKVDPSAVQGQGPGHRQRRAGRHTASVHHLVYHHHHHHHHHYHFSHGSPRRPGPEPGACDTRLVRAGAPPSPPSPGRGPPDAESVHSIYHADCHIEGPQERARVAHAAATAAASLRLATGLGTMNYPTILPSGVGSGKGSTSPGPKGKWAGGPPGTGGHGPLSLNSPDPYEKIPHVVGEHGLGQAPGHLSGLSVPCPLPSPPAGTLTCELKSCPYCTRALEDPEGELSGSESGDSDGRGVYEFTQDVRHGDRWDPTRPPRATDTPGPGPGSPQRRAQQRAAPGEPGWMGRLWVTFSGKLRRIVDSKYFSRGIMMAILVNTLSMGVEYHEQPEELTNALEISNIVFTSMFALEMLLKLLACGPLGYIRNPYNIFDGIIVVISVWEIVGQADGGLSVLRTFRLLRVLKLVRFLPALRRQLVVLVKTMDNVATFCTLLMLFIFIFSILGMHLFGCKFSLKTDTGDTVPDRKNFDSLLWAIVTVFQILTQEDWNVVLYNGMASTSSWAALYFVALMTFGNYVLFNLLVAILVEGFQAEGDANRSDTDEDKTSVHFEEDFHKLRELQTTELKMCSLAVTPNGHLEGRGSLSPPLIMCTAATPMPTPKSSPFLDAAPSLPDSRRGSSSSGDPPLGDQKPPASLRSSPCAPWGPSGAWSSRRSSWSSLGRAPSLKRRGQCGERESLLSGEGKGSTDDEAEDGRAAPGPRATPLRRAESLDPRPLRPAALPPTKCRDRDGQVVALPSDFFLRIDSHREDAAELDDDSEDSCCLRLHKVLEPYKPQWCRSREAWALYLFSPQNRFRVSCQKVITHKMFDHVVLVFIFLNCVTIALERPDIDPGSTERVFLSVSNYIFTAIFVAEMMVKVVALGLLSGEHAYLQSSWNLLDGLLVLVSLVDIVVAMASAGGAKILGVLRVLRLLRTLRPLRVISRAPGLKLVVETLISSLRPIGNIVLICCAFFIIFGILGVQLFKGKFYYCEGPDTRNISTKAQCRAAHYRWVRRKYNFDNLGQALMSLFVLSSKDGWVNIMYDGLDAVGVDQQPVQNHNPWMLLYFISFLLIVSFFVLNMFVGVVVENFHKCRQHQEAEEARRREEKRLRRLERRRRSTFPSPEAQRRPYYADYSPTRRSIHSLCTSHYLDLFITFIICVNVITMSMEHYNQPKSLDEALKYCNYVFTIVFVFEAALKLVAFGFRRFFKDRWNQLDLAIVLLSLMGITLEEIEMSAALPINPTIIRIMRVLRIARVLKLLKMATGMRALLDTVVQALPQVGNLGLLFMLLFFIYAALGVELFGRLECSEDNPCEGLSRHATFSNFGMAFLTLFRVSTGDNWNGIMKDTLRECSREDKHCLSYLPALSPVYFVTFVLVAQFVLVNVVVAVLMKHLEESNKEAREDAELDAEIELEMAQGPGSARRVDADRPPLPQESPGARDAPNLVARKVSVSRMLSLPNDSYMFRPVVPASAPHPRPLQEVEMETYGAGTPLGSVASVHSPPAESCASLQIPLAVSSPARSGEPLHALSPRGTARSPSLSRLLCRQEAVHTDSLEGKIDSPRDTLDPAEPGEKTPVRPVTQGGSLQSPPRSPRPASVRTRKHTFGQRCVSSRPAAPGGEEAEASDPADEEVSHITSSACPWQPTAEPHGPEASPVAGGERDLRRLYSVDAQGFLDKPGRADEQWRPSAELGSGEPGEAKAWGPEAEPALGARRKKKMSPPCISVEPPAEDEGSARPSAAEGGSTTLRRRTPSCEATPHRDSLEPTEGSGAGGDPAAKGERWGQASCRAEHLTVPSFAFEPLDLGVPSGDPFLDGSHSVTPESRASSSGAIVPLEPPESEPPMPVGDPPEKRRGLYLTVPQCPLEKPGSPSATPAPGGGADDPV
The depositor's hits bear a star.

SMILES	Cav3 T inh
Cc1cccc(C(C#N)c2nc3ccccc3nc2C(F)(F)F)c1 (configuration not stated)	-0.92
COc1c(C)cccc1C(=O)Nc1ccc(N2CCOCC2)c(Cl)c1	-2.2
Cn1nc(C(F)(F)F)c2cc(C(=O)NC3CC3)sc21	-0.028
O=C(CCCN1C(=O)CCC1=O)Nc1ccc2c(c1)OCO2	0.28
Cc1nc2c(Cl)cc(Cl)cc2[nH]1	0.8
COC(=O)CN1C(=O)[C@@H]2[C@H](C1=O)[C@@H]1CC(C(=O)OC)=C[C@@H](C(=O)OC)[C@@H]3C1=C(C(=O)[C@]3(C)NC(=O)c1ccccc1)[C@@H]2C	0.56
Cc1ccc(S(=O)(=O)NNC(=O)C2CCN(S(=O)(=O)c3ccc(C)cc3)CC2)cc1	-0.7
COc1ccc(C(=O)NCc2ccccc2OC)c(OC)c1	0.12
CC(C)NCC(O)Cn1c2c(c3ccccc31)CCc1c-2cnn1-c1ccccc1 (configuration not stated)	-1.9
COc1ccccc1-n1cnnc1SCC(=O)c1cc(C)n(Cc2cccs2)c1C	-2.7
O=C(CSCCc1ccccn1)Nc1cccnc1Cl	0.28
CCCCC(=O)Nc1cccc(-c2cn3ccccc3n2)c1	0.17
O=C(NCC1CCCO1)c1ccc(/C=N/O)nc1 (configuration not stated)	-0.68
COc1cccc(S(=O)(=O)NCc2ccc3c(c2)OCO3)c1	0.28
CCOC(=O)C(CC(=O)O)N1CCCCC1 (configuration not stated)	-0.047
O=C1CCCC2=C1C(c1ccsc1)CC(=O)N2c1ccccc1 (configuration not stated)	-0.22
CC(C)COC(=O)C1C2C=CC3(CN(C4CCCC4)C(=O)C13)O2 (configuration not stated)	0.88
COc1ccccc1NC(=O)c1sc2nc(-c3ccco3)ccc2c1N	0.062
CCOC(=O)c1c(C)[nH]c(C(=O)CN2C(=O)NC(C)(c3ccc4ccccc4c3)C2=O)c1C (configuration not stated)	-0.078
CCn1c(SCc2nc3ccccc3[nH]2)nnc1-c1cccnc1	-0.017
Cc1nc2sc3c(c2c(=O)o1)CCC3	0.27
Cc1cc(C(=O)Nc2cccc(O)c2)co1	0.94
CCOC(=O)C1CCCN(C(=O)C2CCN(c3nnc(-n4cccc4)s3)CC2)C1 (configuration not stated)	0.16
CCCSc1nc(C)nc2c1c(=O)n(C)c(=O)n2C	0.32
Cc1ccc(-c2cc(C(=O)Nc3cccnc3)c3ccccc3n2)o1	0.52
Next section:
SMILES	Cav3 T inh
Cc1ccc(S(=O)(=O)c2ccc(C)cc2)cc1	-0.017
O=C(CSCc1nc2ccccc2[nH]1)N1CCN(c2cccc(Cl)c2)CC1	-3.5*
CC(C)Oc1ccc(N2CC(C(=O)Nc3ccc4c(c3)OCO4)CC2=O)cc1 (configuration not stated)	-0.17
CCC1(C)Cc2c(sc3nnn(CC(=O)Nc4ccccc4C)c(=O)c23)CO1 (configuration not stated)	-0.8
Cc1cc(N2CCCCCC2)nc2ccc(F)cc12	-0.78
Oc1ccccc1CNc1nc2ccccc2n1CCN1CCCCC1	0.04
CCC(=O)Nc1cc(C)c(NC(=O)CCc2ccccc2)cn1	0.24
N#C/C(=N\Nc1ccc(Cl)cc1)C(=O)c1ccccc1	-5.5*
Nc1cc(=O)[nH]c(SCC(=O)Nc2cccc(Cl)c2)n1	-0.48
CCC(SCC(=O)OC)C(=O)Nc1nnc(C(C)C)s1 (configuration not stated)	-0.059
Cn1c(CCN2CCCCC2)nc2cc(NC(=O)NC3CCCCC3)ccc21	0.35
CC(C)(C)NC(=O)Cn1nnc(-c2ccccc2NC(=O)c2ccco2)n1	0.88
COc1ccc(OC)c(S(=O)(=O)Nc2ccc(OCC(=O)O)cc2)c1	-0.098
C=CCn1cc(Cl)c(=O)n(CC=C)c1=O	0.94
O=C1CCCc2c1[nH]c1c(Br)cccc21	3.3
N#Cc1nc(-c2ccco2)oc1NCc1ccco1	0.44
COC(=O)CCCC1=CC2=CC(=O)C(C)(OC(=O)c3cccs3)C(=O)C2=CN1CC(C)C (configuration not stated)	0.58
O=C(COC(=O)c1ccc(Br)o1)NCCCc1ccccc1	-0.89
CCn1c(=O)cc(SCC(=O)N2CCN(C)CC2)c2ccccc21	0.83
CSc1nnc(-c2sc3cc(C(F)(F)F)cnc3c2-c2ccccn2)n1C	1.1
Cc1ccc(C)c2[nH]c(=O)c(C(c3nnnn3Cc3ccco3)N3CCc4ccccc4C3)cc12 (configuration not stated)	-0.67
Cn1c(=O)oc2cc(S(=O)(=O)N3CCC(C(=O)NCc4cccs4)CC3)ccc21	0.21
O=C(c1ccco1)n1nc(-c2ccccc2)nc1SCc1ccccc1	-2.9
CN1CCN(C(=O)CCCOc2cc(=O)n(C)c3ccccc23)CC1	0.53
Cc1nnc(SCC(=O)N2CCC(C(=O)Nc3nccs3)CC2)n1Cc1ccccc1	0.13
(continued)
SMILES	Cav3 T inh
C=CCc1c(C)nc(SCC(N)=O)[nH]c1=O	-0.082
CN(C)c1ccc(C2C=C(c3ccc(Cl)cc3OC(F)F)Nc3ncnn32)cc1 (configuration not stated)	-5.9*
Nc1nnnn1/N=C/c1ccccc1OCc1ccc(Cl)cc1Cl	-0.24
COc1ccc(-c2cc(C(=O)Nc3ccc(C)cc3)no2)cc1	-0.031
COc1cc(OC)c2ccc(=O)oc2c1C(CCN1CCCCC1)c1ccc(N(C)C)cc1 (configuration not stated)	0.31
Brc1ccc(-c2cnc(-c3cccs3)o2)cc1	0.19
CCC(C)Nc1nc(OCC(F)(F)F)nc(OCC(F)(F)F)n1 (configuration not stated)	-0.1
Cc1ccc2c(c1)cc(CN(Cc1ccco1)C(=O)COc1ccccc1)c1nnnn12	-0.082
CCCCCC1CC(/C(C)=N/NC(N)=O)OC1=O (configuration not stated)	0.42
Cc1cccc2[nH]c3c(N4CCC5(CC4)OCCO5)ncnc3c12	1.5
CC1(C)Cc2cccc(OCC(O)CN3CCN(c4ccccn4)CC3)c2O1 (configuration not stated)	-1.4
Cc1cccc(CNc2ccc(C(CC(N)=O)NC(=O)c3ccccc3)cc2[N+](=O)[O-])c1 (configuration not stated)	0.61
CCCn1cc(SCC(=O)NCc2ccco2)c2ccccc21	-0.77
O=C(CSc1nnc(Cn2cnc3ccccc32)o1)Nc1cccc2ccccc12	-1.1
CC(C)(C)OC(=O)N[C@H](Cc1ccccc1)C(=O)N1CCC(C(=O)O)CC1	0.77
CCN(C(=O)CSc1ccc2c(c1)OCCO2)C1CCS(=O)(=O)C1 (configuration not stated)	-0.14
O=C(O)CC1C(=O)OCN1C(=O)OCc1ccccc1 (configuration not stated)	1.2
N#Cc1c(C(F)(F)F)cc(-c2ccccc2Cl)[nH]c1=O	-2.6*
Cc1ccc(Cl)cc1N1CCN(C(=O)CSc2nnc3n2C(C)(C)Cc2ccccc2-3)CC1	-5.5*
CCC(=O)Nc1nonc1-c1nc2ccccc2n1CC(C)C	-0.87
CN(C)CCNC(=O)c1coc(=O)c(Br)c1	-0.033
c1ccc(CC2CCN(Cc3nc(-c4ccccc4)no3)CC2)cc1	-0.6
O=C(Cc1cccs1)Nn1c(Cc2cccs2)nc2ccccc2c1=O	0.61
Cc1nc2[nH]c(=O)c3c(n2n1)NC1=C(C(=O)CC(C)(C)C1)C3c1ccc(F)cc1 (configuration not stated)	0.51
COc1ccc(CN2CCN(C)CC2)cc1OCc1ccccc1	0.78
Next results follow:
SMILES	Cav3 T inh
O=C(Nc1ccc(O)c2c(=O)cc(-c3ccccc3Cl)oc12)c1ccccc1Cl	-0.99
CCOC(=O)C1CCN(C(=O)Cc2cccc3ccccc23)CC1	0.72
O=C(NCc1ccc(C(F)(F)F)cc1)C1CC(c2ccc(C(F)(F)F)cc2)=NO1 (configuration not stated)	-2.9
CCN1C(=O)c2cccc3c(NC(=O)c4ccc(OC)c(OC)c4)ccc1c23	-0.58
C=CC[n+]1c(-c2ccc(OC)c(OC)c2)csc1NNC(=O)Nc1ccccc1	-2.7
CCOc1ccc(/C=N/NC(=O)Cc2csc(Nc3cccc(C(F)(F)F)c3)n2)cc1	-3.8
COc1ccc(Cc2nnc(SCc3nc4ccccc4c(=O)[nH]3)n2C)cc1	0.092
COc1ccc(C)cc1NC(=O)Nc1ccccc1	-1.8
Nc1ncnc2nc(SCC(=O)N3CCN(c4ccccc4)CC3)[nH]c12	0.074
CC1(C)Cc2c(C#N)c(N)sc(=S)c2CS1	-0.094
CC12CC(c3ccccc3O1)N(C(=O)c1ccco1)C(=S)N2c1ccc(F)cc1 (configuration not stated)	-2.6
CCOc1ccc(NC(=NCc2ccc3c(c2)OCO3)SC2CC(=O)N(c3ccccc3)C2=O)cc1 (configuration not stated)	-0.4
COc1ccc2c(C(=O)CN3CCC(C)CC3)c[nH]c2c1	0.6
CC(C)(C)c1cc(C(=S)N2CCN(CCO)CC2)cc(C(C)(C)C)c1O	0.91
CC(C)c1cc(C(=O)NC2CCCCC2)no1	-3.9
Clc1ccc(OCCSc2ncccn2)cc1	-3.2
COc1ccc(NC(=O)OCCN2CCN(Cc3ccccc3)CCC2=O)cc1	0.59
O=C(CC1Nc2ccccc2NC1=O)NCC1COc2ccccc2O1 (configuration not stated)	-2.3
O=C(CN(C(=O)c1ccc(Cl)cc1Cl)N1C(=O)C2C3C=CC(C3)C2C1=O)c1ccc(F)cc1 (configuration not stated)	0.0085
C/C=C(/C)C(=O)O[C@@H]1c2cc3c(c(OC)c2-c2c(cc(OC)c(OC)c2OC)[C@@H](OC(C)=O)[C@@H](C)[C@H]1C)OCO3	-1.7
Cc1cc(C)c(O)c(-c2cc(C(=O)Nc3ccc(S(=O)(=O)N4CCOCC4)cc3)[nH]n2)c1	-0.45
COc1cc(OC)c2ccc(=O)oc2c1C(CC(=O)N1CCN(c2ccccc2)CC1)c1ccc2c(c1)OCO2 (configuration not stated)	-0.72
CC(Sc1nncn1C)C(=O)Nc1nnc(-c2ccccc2)s1 (configuration not stated)	0.85
CC(=O)NC(C)(C)C1CC=C(C)/C(=N\O)C1 (configuration not stated)	-0.17
CCOc1ccc2c(c1)C(c1ccccc1)=NNC(c1ccccc1)=N2	0.51

The final two compounds of the part above open the next one:
SMILES	Cav3 T inh
CC(=O)NC(C)(C)C1CC=C(C)/C(=N\O)C1 (configuration not stated)	-0.17
CCOc1ccc2c(c1)C(c1ccccc1)=NNC(c1ccccc1)=N2	0.51
CC(=O)Nc1ccc(S(=O)(=O)NCc2csc(-c3cccnc3)n2)cc1	-0.46
O=C(CN1/C(=C(/O)c2ccccc2)C(=O)c2ccccc2S1(=O)=O)c1ccccc1	-6.9*
COC(=O)C1CSc2[nH]c(=O)sc2C1c1ccc(O)c(OC)c1 (configuration not stated)	1.5
C/C(=N\NC(=O)C(C)Sc1ccccc1)C(C)(C)C (configuration not stated)	-0.16
C=C(C)C1Cc2c(C)nn(-c3nc(C)cc(C)n3)c2C1 (configuration not stated)	-1.4
CN1CC[n+]2c(CN3C(=O)c4ccccc4C3=O)csc21	-0.003
Cc1ccccc1NC(=O)CN(c1ccc(F)cc1)S(C)(=O)=O	1.7
COc1cc(/C=C/CO)cc(OC)c1O[C@@H]1O[C@H](CO)[C@@H](O)[C@H](O)[C@H]1O	0.14
c1ccc(-c2oc3ncnc(NCCCN4CCOCC4)c3c2-c2ccccc2)cc1	0.044
O=C(c1cccc(C(=O)N2CCN(Cc3ccccc3)CC2)c1)N1CCN(Cc2ccccc2)CC1	0.81
Cc1ccc(C(=O)Nc2ccccc2C(=O)NC2CCCCC2)cc1S(=O)(=O)N1CCOCC1	0.049
CCCN1C(=O)SC(CC(=O)Nc2ccc(C)cc2)C1=O (configuration not stated)	-0.8
O=C(Nc1c2c(nn1-c1ccc(F)cc1)CS(=O)C2)C12CC3CC(CC(C3)C1)C2 (configuration not stated)	-0.4
CCN(CC)c1ccc(NC(=O)CSc2nnc(N)s2)cc1C	0.18
Cn1nc(-c2ccc(N3CCOCC3)c(NS(=O)(=O)c3ccc(Cl)cc3)c2)c2ccccc2c1=O	2.2
CCOc1ccc(Cn2nnc(C(=O)Nc3cc(OC)cc(OC)c3)c2N)cc1	0.13
CCOn1c(SC(C)C)nc2ccccc2c1=O	-2.3
COc1ccc(CNC(=O)CN(C(=O)CCC(=O)Nc2ccccn2)c2ccccc2OC)cc1	-4.2
CC(=O)Nc1nc(C)c(-c2csc(Nc3cccc([N+](=O)[O-])c3)n2)s1	1.1
CC(C)n1cc(/C=C2/SC(=O)N(CC(=O)Nc3ccc4c(c3)OCO4)C2=O)c2ccccc21	0.33
O=C(CCc1nc(-c2ccccc2F)no1)NC1CCCCC1	0.49
Cn1c(=O)c2c(nc(SCCN3CCOCC3)n2Cc2ccc(F)cc2)n(C)c1=O	-0.016
COc1cccc(-c2nc(-c3ccccn3)no2)c1OC	0.76
CCOC(=O)COc1ccc(S(=O)(=O)Nc2cccc(SC)c2)cc1	-0.33
COc1ccc(-c2nnc(NC(=O)c3cc(Cl)ccc3Cl)o2)cc1	-5.2*

Compounds shown so far containing a Cl atom (16):
SMILES	Cav3 T inh
COc1c(C)cccc1C(=O)Nc1ccc(N2CCOCC2)c(Cl)c1	-2.2
Cc1nc2c(Cl)cc(Cl)cc2[nH]1	0.8
O=C(CSCCc1ccccn1)Nc1cccnc1Cl	0.28
O=C(CSCc1nc2ccccc2[nH]1)N1CCN(c2cccc(Cl)c2)CC1	-3.5*
N#C/C(=N\Nc1ccc(Cl)cc1)C(=O)c1ccccc1	-5.5*
Nc1cc(=O)[nH]c(SCC(=O)Nc2cccc(Cl)c2)n1	-0.48
C=CCn1cc(Cl)c(=O)n(CC=C)c1=O	0.94
CN(C)c1ccc(C2C=C(c3ccc(Cl)cc3OC(F)F)Nc3ncnn32)cc1 (configuration not stated)	-5.9*
Nc1nnnn1/N=C/c1ccccc1OCc1ccc(Cl)cc1Cl	-0.24
N#Cc1c(C(F)(F)F)cc(-c2ccccc2Cl)[nH]c1=O	-2.6*
Cc1ccc(Cl)cc1N1CCN(C(=O)CSc2nnc3n2C(C)(C)Cc2ccccc2-3)CC1	-5.5*
O=C(Nc1ccc(O)c2c(=O)cc(-c3ccccc3Cl)oc12)c1ccccc1Cl	-0.99
Clc1ccc(OCCSc2ncccn2)cc1	-3.2
O=C(CN(C(=O)c1ccc(Cl)cc1Cl)N1C(=O)C2C3C=CC(C3)C2C1=O)c1ccc(F)cc1 (configuration not stated)	0.0085
Cn1nc(-c2ccc(N3CCOCC3)c(NS(=O)(=O)c3ccc(Cl)cc3)c2)c2ccccc2c1=O	2.2
COc1ccc(-c2nnc(NC(=O)c3cc(Cl)ccc3Cl)o2)cc1	-5.2*

Not all compounds are listed; rates above refer to the full screens.
